High-throughput results deposited in PubChem BioAssay by several laboratories.
NOD2 inhibition = NOD2 signaling inhibitors, cell-based, luminescence, uHTS, HEK293 (AID 1566). 290,000 compounds, 0.63% hits. one-dose inhibition, % at 4 µM; EC50 in µM for titrated hits. HEK293 NOD2/NF-kB luciferase reporter, luminescence; higher % means a stronger effect; note: many of its hits are not listed in these tables
KOR beta-arrestin-1 = KOR agonists, beta-arrestin recruitment, primary screen, cell-based, luminescence, uHTS (AID 1777). Kappa-type opioid receptor (Homo sapiens). KOR beta-arrestin recruitment, luminescence; higher % means a stronger effect. activation, % at 10 µM, or EC50 in µM where a hit was titrated. 280,000 compounds, 0.02% hits; in the data active = activation above about 50%, passing the limit was not always enough; note: a part of the inactive calls stands beside numbers as strong as those of hits
GPR55 beta-arrestin = GPR55 agonists via beta-arrestin recruitment, primary screen, imaging, U2OS cells, beta-arrestin-GFP redistribution (AID 1961); U2OS GPR55 beta-arrestin-GFP redistribution imaging; higher % means a stronger effect; one-dose activation, % at 10 µM; EC50 in µM for titrated hits; G-protein coupled receptor 55 (Homo sapiens); 290,000 compounds, 0.048% hits;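 active = activation above 40% with more than 50 cells counted in the well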;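 note: U2OS osteosarcoma cells stably expressing GPR55 and beta-arrestin-GFP; plate controls were DMSO negative control for no effect and LPI positive control for full effect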
NTR1 ag = agonists of NTR1, primary screen, imaging, U2OS cells, beta-arrestin-GFP, high content (AID 493036); NTR1-U2OS beta-arrestin-GFP spot imaging, agonist mode; activation, % at 20 µM; 330,000 compounds, 0.17% hits;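 active = activation at or above 40% of the spot to cytoplasm intensity ratio, with at least 20 cells analyzed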;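 note: 0% = DMSO without peptide and 100% = 100 nM NTR1 peptide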
Target sequence (P30989 whole entry, looked up): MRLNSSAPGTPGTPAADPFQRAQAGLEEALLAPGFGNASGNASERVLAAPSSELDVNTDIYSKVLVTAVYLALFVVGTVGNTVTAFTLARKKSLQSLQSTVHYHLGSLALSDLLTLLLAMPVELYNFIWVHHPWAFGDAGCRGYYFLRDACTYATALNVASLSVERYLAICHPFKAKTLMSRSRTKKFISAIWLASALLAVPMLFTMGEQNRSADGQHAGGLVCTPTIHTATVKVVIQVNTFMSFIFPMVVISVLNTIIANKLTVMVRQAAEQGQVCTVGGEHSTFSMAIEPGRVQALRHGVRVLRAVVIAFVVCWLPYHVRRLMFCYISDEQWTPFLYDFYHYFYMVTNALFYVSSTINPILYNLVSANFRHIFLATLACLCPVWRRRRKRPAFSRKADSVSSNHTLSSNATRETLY
CSM14.1 death rescue = rescue of cells from ER stress-induced death, primary screen, 384-well, CSM14.1, thapsigargin, ATP luminescence (AID 1222); cellular ATP content (survival), % at 20 µM; hits with a dose series show EC50 in µM; CSM14.1 thapsigargin-induced death rescue, ATP luminescence; higher % means a stronger effect; 190,000 tested, under 10 active;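 active = EC50 below 50 µM in the dose-response confirmation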;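 note: death triggered by thapsigargin at about 15 µM added after 2 h compound pretreatment; cell ATP read after overnight thapsigargin exposure of roughly 18 to 22 hours; normalized against plate controls of thapsigargin alone and 5% DMSO vehicle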
Yfh1-off respiration = enhancers of respiration in Yfh1-depleted yeast, dose response, Friedreich's ataxia, plus single-dose screen (AID 1465) | S. cerevisiae Yfh1-off respiration, WST-1 reduction, 72 h; higher fold induction means a stronger effect | 220,000 compounds, 0.074% hits | one-dose fold induction at 50 µM; EC50 in µM for titrated hits;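 active = fold induction of absorbance versus untreated yeast above a set limit, then at least 30% activation at any dose in follow-up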;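 note: activators that raise dye reduction in frataxin-depleted yeast; strong numbers were not always called active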
KOR beta-arrestin-2 = KOR antagonists, beta-arrestin recruitment, cell-based, luminescence, uHTS (AID 1778). Kappa-type opioid receptor (Homo sapiens). 290,000 compounds, 0.091% hits. KOR beta-arrestin recruitment, luminescence, antagonist mode; higher % means a stronger effect. inhibition, % at 10 µM, or IC50 in µM where a hit was titrated; note: strong numbers were not always called active
TNAP activation fold = human TNAP enzyme activators, primary screen, biochemical, luminescent, no phosphate acceptor, uHTS (AID 1001); purified TNAP, luminescent activation assay, no phosphate acceptor; higher activation fold means a stronger effect; 200,000 compounds, 0.03% hits; activation fold at 20 µM; hits with a dose series show EC50 in µM; in the data active = activation fold from about 3, or a potency from the dose series; inactive = the rest, 99 in 100 with activation fold below about 1.6; note: many of its hits are not listed in these tables
NOD1 inhibition = NOD1 signaling inhibitors, primary screen, cell-based, luminescence, uHTS (AID 1578) | NOD1-driven NF-kB luciferase reporter cells, luminescence; higher % means a stronger effect | inhibition, % at 4 µM; hits with a dose series show EC50 in µM | 290,000 compounds, 1% hits; in the data active = inhibition mostly above about 36%, no sharp cut-off; inactive = mostly below about 34%;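 note: HEK-293T reporter cells stimulated with the NOD1 agonist gamma-tri-DAP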
NTR1 ag cell count 20 µM = recorded beside NTR1 ag, whose call it bears; cell count; measured here: cell count, cytotoxicity flag
Numbers without * were called inactive; i = inactive; / = not tested or not shown; [ ] = another dose, or the depositor's remark. Cut-off read from the data, not from the text of the source, unless noted: active = inhibition above about 50%; inactive = the rest. Only part of the results is shown, so the mix of outcomes need not match the whole.

SMILES	NOD2 inhibition	KOR beta-arrestin-1	GPR55 beta-arrestin	NTR1 ag	NTR1 ag cell count 20 µM	CSM14.1 death rescue	Yfh1-off respiration	KOR beta-arrestin-2	TNAP activation fold	NOD1 inhibition
COc1ccccc1/C=C/C(=O)NCC(=O)N/N=C(/C)c1ccco1	14%	2.3%	-0.4%	0.1	41	/	/	-36%	/	-16%
CCCCN(C(=O)CSc1nnc(-c2ccc(OC)cc2)n1C(C)C)c1c(N)n(Cc2ccccc2)c(=O)[nH]c1=O	20%	3.0%	-0.3%	-0.8	83	-1.6%	i	31%	1.1	-18%
CCOC(=O)COc1cccc2c(=O)n(CC(=O)N3CCCCC3)ccc12	13%	-1.9%	-0.1%	-1.2	51	/	i	14%	/	6%
COCCNC(=O)c1cc(-c2ccc(Cl)c(Cl)c2)on1	-44%	-1.3%	-0.3%	0.6	62	-2.4%	i	-23%	1	-29%
O=C(Nc1ccc(Br)cn1)C1CCCN1S(=O)(=O)c1ccccc1 (stereo not drawn)	8%	2.0%	0.2%	-1.4	38	4.9%	i	-4%	1	16%
COc1ccc(CNC(=S)Nc2ccc(OC)cc2)cc1	17%	5.1%	1.0%	0.9	47	22%	i	/	1.1	-9%
COCCNc1c(-c2ccc(OC)c(OC)c2)nc2ccc(Cl)cn12	-3%	/	-0.1%	-1.0	80	2.3%	i	-54%[20 µM]	1.2	-41%
CN(C)c1cc(-c2ccccc2)nc(N)n1	-2%	-8.6%	0.2%	-0.4	56	-0.7%	i	-6%	1.1	-20%
Oc1ccccc1CNc1nc2ccccc2n1CCN1CCCCC1	5%	/	0.2%	-0.2	58	-1.7%	i	/	1.1	15%
CC(=O)[C@@]12O[C@@H]1C[C@H]1[C@@H]3CC[C@H]4C[C@@H](O)CC[C@]4(C)[C@H]3CC[C@@]12C	25%	-2.2%	-0.1%	-1.9	87	/	/	49%	/	0%
O=C(Nc1ccc(Cl)cc1)C1CCN(C(=O)c2ccco2)CC1	1%	2.8%	-0.1%	-0.7	66	/	/	15%	/	-1%
N#CCCN(C(=O)Nc1ccccc1)c1ccccc1	10%	1.0%	-0.1%	-0.1	46	2.8%	i	1%	1	-10%
O=C(Nc1cccc(C(F)(F)F)c1)c1ccc(Cn2cc(Br)cn2)o1	30%	-3.7%	0.0%	7.2	85	-0.4%	i	8%	1.1	46%
COc1cc(OC)c(NC(=S)Nc2cccc(C)c2)cc1Cl	4%	-0.4%	-0.1%	0.8	46	-3.6%	i	-3%	1.4	-22%
CC(=O)c1ccc(N2CCN(C(=O)C3CCN(S(=O)(=O)c4ccc5c(c4)CC(C)N5C(C)=O)CC3)CC2)cc1 (stereo not drawn)	14%	-5.6%	-0.1%	0.7	67	/	/	-24%	/	-1%
Cc1cccc(Nc2nnc(SCC(=O)Nc3ccccc3[N+](=O)[O-])s2)c1C	14%	8.0%	1.9%	3.5	51	-1.9%	i	-29%	1.5	59%
O=C(COc1cccc2ccccc12)N/N=C/c1ccccc1OCc1ccc(C(=O)O)cc1	18%	-7.1%	0.1%	1.8	20	-2.6%	i	-22%	1.1	-17%
O=C(Nc1ccccc1)Nc1ccc(Br)c(Cl)c1	-41%	-0.9%	0.5%	18	61	-2.9%	i	/	1.1	17%
COc1cccc(-c2cc3c(-n4cccc4)ncnc3o2)c1	-2%	-2.4%	0.0%	12	67	-1.7%	i	5%	1.1	-28%
CCN(CC)C(=O)CSc1nnc(CCNC(=O)OC(C)(C)C)o1	11%	-2.1%	-0.1%	0.1	80	0.1%	i	37%	1.1	18%
Cc1c(C=O)c2ccccn2c1C(=O)c1cccs1	40%	-2.2%	0.0%	2.1	58	1.8%	i	7%	1	35%
CCC(=O)N1CCN(c2ccc(Cl)cc2NC(=O)Cc2ccc(Cl)cc2)CC1	-20%	5.3%	-0.1%	2.4	73	1.1%	i	-2%	1.1	8%
CCOc1ccccc1CN1CCNC(=O)C1CC(=O)NCCc1ccccn1 (stereo not drawn)	-14%	-1.3%	-0.1%	0.9	65	/	/	-2%	/	-42%
Cc1ccc2c(c1)N(CC(=O)N1CCOCC1)C(=O)CO2	6%	-2.4%	-0.2%	0.6	62	/	/	31%	/	-15%

Laid out differently: entries from further up
mol | NOD2 inhibition | KOR beta-arrestin-1 | GPR55 beta-arrestin | NTR1 ag | NTR1 ag cell count 20 µM | CSM14.1 death rescue | Yfh1-off respiration | KOR beta-arrestin-2 | TNAP activation fold | NOD1 inhibition
O=C(COc1cccc2ccccc12)N/N=C/c1ccccc1OCc1ccc(C(=O)O)cc1 | 18% | -7.1% | 0.1% | 1.8 | 20 | -2.6% | i | -22% | 1.1 | -17%
O=C(Nc1ccccc1)Nc1ccc(Br)c(Cl)c1 | -41% | -0.9% | 0.5% | 18 | 61 | -2.9% | i | / | 1.1 | 17%
COc1cccc(-c2cc3c(-n4cccc4)ncnc3o2)c1 | -2% | -2.4% | 0.0% | 12 | 67 | -1.7% | i | 5% | 1.1 | -28%

(more compounds)
SMILES	NOD2 inhibition	KOR beta-arrestin-1	GPR55 beta-arrestin	NTR1 ag	NTR1 ag cell count 20 µM	CSM14.1 death rescue	Yfh1-off respiration	KOR beta-arrestin-2	TNAP activation fold	NOD1 inhibition
Cc1cc(SCC(=O)N/N=C/c2ccc(O)cc2O)nc2ccccc12	-172%	-0.4%	-0.1%	3.7	51	/	/	24%	/	2%
O=C(NNc1nc2ccccc2s1)c1ccc(F)cc1	1%	1.1%	-0.1%	-1.2	51	-2.8%	i	-27%	1	18%
Cc1cc(C)cc(NC(=O)CCCN2C(=O)C(c3ccccc3)Oc3cccnc32)c1 (stereo not drawn)	15%	-2.0%	0.3%	2.1	63	/	/	4%	/	16%
CCOC(=O)C1(Cc2ccc(OC)cc2)CCN(C(=O)c2cc3ccccc3[nH]2)CC1	-21%	-1.2%	1.0%	6.8	84	2.5%	i	-18%	1.1	-8%
COc1ccc(NC(=S)N(CCC(C)C)C2CCN(C(C)C)CC2)cc1Cl	-12%	-2.1%	0.6%	1.5	76	/	/	-18%	/	0%
COC(=O)c1sccc1NC(=O)CSCCc1ccncc1	12%	-2.7%	0.2%	1.3	72	1.6%	i	-1%	1.2	-5%
N/C(COc1ccc(Cl)cc1Cl)=N\NS(=O)(=O)c1ccccc1	9%	-1.4%	-0.3%	-1.8	84	0.1%	i	-5%	1.2	-28%
CCOc1ccc(C(=O)OCC(=O)NCCNC(=O)COC(=O)c2ccc(OCC)cc2)cc1	-2%	-1.3%	-0.1%	0.4	73	/	/	2%	/	-25%
O=C(CCS(=O)(=O)c1cccc2nonc12)NC1CCCCCC1	-1%	3.1%	0.3%	3.0	77	-1.7%	i	25%	1.1	9%
O=C(c1cccc2ccccc12)N1CCN(c2ccc([N+](=O)[O-])c(NCc3ccco3)c2)CC1	2%	-5.4%	0.2%	-0.7	39	-1.5%	i	27%	1	-17%
COc1ccc(S(=O)(=O)Nc2c(C)nc3nc(C)[nH]n3c2=O)cc1	-21%	2.7%	-0.2%	2.4	64	/	/	-56%	/	33%
O=C(CSc1nc2ccccc2c(=O)[nH]1)Nc1ccc(C(=O)O)cc1	4%	-1.0%	0.2%	-1.2	37	0.1%	i	30%	0.9	-21%
O=C(CN1C(=O)c2ccccc2S1(=O)=O)NCCc1ccccc1	-17%	2.7%	-0.2%	0.1	45	/	/	5%	/	-12%
Cc1ccc(NC(=O)CSc2ccc3nnc(CCNC(=O)c4ccccc4)n3n2)c(C)c1	16%	-3.1%	-0.1%	-0.7	70	2.7%	i	-5%	0.9	-10%
CN(N=Nc1cccc([N+](=O)[O-])c1)c1cccc([N+](=O)[O-])c1	-65%	-5.3%	-0.3%	3.6	72	0.4%	i	31%	1	-23%
CC(=O)C1=C(Nc2ccccc2)CC(C)(O)C(C(C)=O)C1c1ccccc1 (stereo not drawn)	19%	3.0%	0.2%	-0.6	53	/	i	-11%	/	-3%
Cc1nn(CC(=O)NCCCN2CCCCC2)c(=O)c2cc(-c3ccccc3)nn12	14%	-3.3%	-0.1%	-1.3	53	/	/	-16%	/	-11%
COc1ccc(/C=N/NC(=O)c2cc(Br)ccc2O)cc1Cn1cc(Cl)cn1	8%	1.0%	0.8%	8.4	41	-1.4%	i	/	1.1	-1%
CCOC(=O)C1=C(C)N=C2c3ccccc3C(=O)C2C1c1ccc(Br)cc1 (stereo not drawn)	-25%	-1.1%	-0.2%	14	57	0.1%	i	12%	0.9	72%*
COc1ccc(C(=O)NC2CCc3ccccc32)cc1OC1CCN(C(C)C)CC1 (stereo not drawn)	6%	-2.8%	0.4%	-1.8	63	/	/	-2%	/	-34%
CC1CCN(CCC(=O)Nc2ccc(F)c(F)c2)CC1	6%	3.1%	0.4%	-0.9	51	/	/	-13%	/	-19%
CC(C)CCNC(=O)C1CCC(=O)N1C(C)C (stereo not drawn)	5%	1.3%	0.1%	-1.6	64	0.0%	i	-4%	1	-5%
O=C(Cn1nc(C(=O)O)c2ccccc2c1=O)NCCC1=CCCCC1	1%	-0.6%	0.2%	0.7	44	/	i	25%	1.1	/
Cc1cc(C)c(Nc2cc(S(=O)(=O)O)c(N)c3c2C(=O)c2ccccc2C3=O)c(C)c1	-18%	-5.5%	0.3%	/	/	-4.6%	i	25%	0.8	70%*
CCCC(=O)Nc1c(-c2cccs2)c(=O)c2ccccc2n1C	21%	2.7%	0.5%	2.3	78	-0.3%	i	3%	1	-16%
COc1ccc2c(CC(=O)Nc3ccc(OC)c(NS(=O)(=O)c4ccc(F)cc4)c3)coc2c1	-32%	-0.8%	-0.1%	-0.9	90	/	i	34%	1.1	/
CCc1nc(SCC(=O)c2ccc(Cl)s2)c2oc3ccccc3c2n1	27%	-1.3%	-0.1%	10	62	-0.8%	i	-25%	1	-9%
CC(C)Cc1nnc(NC(=O)CSc2nc(O)c(-c3ccccc3)c(=O)[nH]2)s1	15%	2.2%	-0.3%	-0.5	47	-1.1%	i	-28%	1.1	-23%
O=C1C2C3C=CC(CC3)C2C(=O)N1c1ccc(Cl)cc1Cl (stereo not drawn)	10%	1.2%	0.3%	0.4	57	/	/	-16%[20 µM]	/	6%
O=S(=O)(NCCc1csc(-c2cccnc2)n1)c1cccs1	10%	-1.3%	-0.3%	-0.3	47	0.3%	i	1%	1.1	33%
CCCOc1ccc(C2/C(=C(\O)c3c(C)[nH]c(C(=O)OC)c3C)C(=O)C(=O)N2CCN(C)C)cc1 (stereo not drawn)	7%	-6.3%	-0.1%	-0.9	35	-1.0%	i	-20%	1.1	-6%
CCn1cc(C(=O)O)c(=O)c2cnc(N3CCN(C(=S)NC(=O)c4ccccc4)CC3)nc21	-3%	2.8%	-0.1%	2.1	52	/	i	-25%	/	-3%
O=C(O)c1ccc(NC(=O)c2ccccc2NC(=O)c2cccc(Br)c2)cc1	7%	-6.7%	0.5%	0.5	51	/	/	17%[20 µM]	/	-64%
